Hsp70 activator: transcriptional activators of Hsp70; AID 1203; activation, % at 10 µM; HeLa Hsp70 promoter luciferase reporter, luminescence; scaled: vehicle 0, proteasome-inhibitor control 100%; hit rate 0.04% among 200,000;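 active = activation above the mean across all tested compounds plus 3 SD, cutoff set per campaign, cut at about 5.5% in these data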;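 also: 100% = MG132 at 30 µM as the positive control and 0% = DMSO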
Diaphorase act: diaphorase activation or chemical reduction counter-screen; Diaphorase/resazurin coupled assay, resorufin fluorescence, 16 min; hits give high values; 1 = vehicle wells, 0 = NADH-free wells; activation factor at 20 µM; hit rate 0.005% among 190,000; AID 1229;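 active = diaphorase activity raised at least twofold by the compound at 20 µM; inactive = activation factor below 2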
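System – purified diaphorase enzyme from Clostridium kluyveri · Input – enzyme 0.07 U/mL final · Also added – final NADH 0.114 mM, resazurin 0.1 mM · Measured by – fluorescence of resorufin, 544 nm excitation, 590 nm emission · Timing – 16 min enzyme reaction, ambient temperature · Measure – resorufin increase flagging diaphorase activators or reducers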
PMI act hi M6P: activators of human phosphomannose isomerase at near-saturating mannose 6-phosphate; P34949; coupled PMI enzyme assay, resazurin fluorescence, 20 min; hits give high values; 1 = untreated enzyme, 0 = substrate-free blank; activation factor at 20 µM; hit rate 0.34% among 190,000;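 active = activation factor of 2 or more at 20 µM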
Target sequence (P34949 whole entry, looked up): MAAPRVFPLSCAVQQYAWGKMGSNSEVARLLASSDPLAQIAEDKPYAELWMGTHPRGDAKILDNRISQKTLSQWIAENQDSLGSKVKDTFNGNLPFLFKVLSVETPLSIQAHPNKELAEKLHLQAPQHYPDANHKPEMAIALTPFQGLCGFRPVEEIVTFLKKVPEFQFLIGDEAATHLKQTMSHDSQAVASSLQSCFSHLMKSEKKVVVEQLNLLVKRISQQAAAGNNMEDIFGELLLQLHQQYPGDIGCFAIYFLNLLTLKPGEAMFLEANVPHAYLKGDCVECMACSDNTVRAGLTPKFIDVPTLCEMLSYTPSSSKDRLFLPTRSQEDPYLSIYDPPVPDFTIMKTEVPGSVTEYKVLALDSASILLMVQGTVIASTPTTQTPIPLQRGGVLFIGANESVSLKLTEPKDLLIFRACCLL
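Test system: human phosphomannose isomerase with PGI, G6PDH, diaphorase coupling enzymes; amount: 15 ng/mL PMI; incubation: enzyme reaction with compound 20 min at room temperature; technique: resorufin fluorescence (Ex 544/Em 590 nm) from resazurin via diaphorase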
L major viab: reduces viability of Leishmania major promastigotes. resazurin fluorescence viability. inhibition, % at 10 µM. hit rate 9% among 200,000;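 also: promastigotes grown with compound for 44 hours at 28 °C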
S1P3 antagonist: blocks the human S1P3 receptor | Q99500 | inhibition, % at 4.98 µM | CHO S1P3 NFAT-BLA reporter, FRET fluorescence, antagonist mode | hit rate 0.27% among 170,000;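 active = inhibition above the plate cutoff, the mean inhibition of test wells on that plate plus 3 SD, cut at about 28% in these data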;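 also: cells challenged with S1P at its EC80 of 0.8 µM; blue over green emission ratio from cleaved BLA substrate after 4 h stimulation; 0% = S1P-stimulated wells and 100% = unstimulated DMSO-only wells; some compounds past the cut are filed as inactive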
Target sequence (Q99500 whole entry, looked up): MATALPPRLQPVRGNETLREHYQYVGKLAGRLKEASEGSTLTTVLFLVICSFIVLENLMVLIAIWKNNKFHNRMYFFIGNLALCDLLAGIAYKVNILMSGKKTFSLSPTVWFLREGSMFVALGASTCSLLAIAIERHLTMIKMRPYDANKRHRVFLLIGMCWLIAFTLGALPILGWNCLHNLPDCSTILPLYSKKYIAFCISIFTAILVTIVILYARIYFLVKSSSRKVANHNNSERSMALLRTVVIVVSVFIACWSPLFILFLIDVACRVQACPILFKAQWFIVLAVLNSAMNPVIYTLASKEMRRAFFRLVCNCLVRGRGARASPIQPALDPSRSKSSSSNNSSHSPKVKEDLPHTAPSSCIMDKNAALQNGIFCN
TLR4-MyD88 BLA: blocks binding of human TLR4 to MyD88; O00206+Q99836; HeLa CL3-4 TLR4/MyD88 BLA complementation, FRET ratio; inhibition, % at 8.4 µM; hit rate 0.18% among 200,000; in the data active = inhibition above about 25%;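 also: 0% = vehicle and 100% = reference inhibitor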
Redox H2O2 prof: compounds producing H2O2 with reducing agent – biochemical, NIH compound library profiling, artefact control for MLSCN library redox annotation, primary screen | hit rate 0.03% among 200,000 | DTT-dependent redox cycling H2O2, phenol red/HRP absorbance; 100% = 100 µM peroxide control, 0% = buffer | activation, % at 10 µM | AID 878;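 active = activation of at least 50% relative to the plate's high and low controls in the primary single-dose screen; inactive = activation below 50%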;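 also: compound incubated with DTT at 0.8 mM final as the reducing agent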
PMI activator: activators of human phosphomannose isomerase; P34949; purified human PMI, coupled resazurin fluorescence, 20 min; hits give high values; 1 = vehicle control, 0 substrate-free wells; activation factor at 20 µM; hit rate 0.005% among 190,000;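 active = activation factor of 2 or more at 20 µM, relative to plate controls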
RAM network inh: yeast RAM network inhibition. hit rate 1.8% among 190,000. inhibition, % at 50 µM. S. cerevisiae dse1pr::URA3 reporter, 5-FOA growth OD615, 2 d; analog-sensitive cbk1-as2 kinase mutant strain;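 active = inhibition above a set limit, 3 SD over mean compound inhibition, cut at about 8.4% in these data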;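 also: 0% = DMSO-only wells with no growth and 100% = 10 µM 1-NA-PP1 full growth; inhibition rescues growth on 5-FOA so higher OD means more RAM inhibition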
G6PDH counter: inhibits Leuconostoc G6PDH, flagging false hits in G6PDH-based assays; Purified L. mesenteroides G6PDH, diaphorase/resazurin coupled fluorescence, 45 min; hit rate 0.12% among 200,000; inhibition, % at 5 µM
Diaphorase inh: inhibits diaphorase or chemically oxidizes, flagging diaphorase assay artifacts. diaphorase resazurin-to-resorufin fluorescence, NADH, 16 min; bacterial (C. kluyveri) enzyme, not human. inhibition, % at 20 µM. hit rate 0.69% among 190,000. AID 1217;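 active = primary screen inhibition at 20 µM above a set limit, cut at about 50% in these data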;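 also: plate controls were DMSO with full reaction for no effect and wells lacking NADH for full effect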
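Assay system: diaphorase enzyme from Clostridium kluyveri. Quantity: enzyme working solution with 0.14 U/mL diaphorase. Schedule: reaction incubation of 16 min at room temperature. Technique: resorufin fluorescence, excitation 544 nm, emission 590 nm. Controls: No-NADH positive control and DMSO neutral control.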
Numbers without * were called inactive; nt = not tested or not shown. Rule as the data show it, unless noted: active = inhibition above about 50%; inactive = the rest.

SMILES	Hsp70 activator	Diaphorase act	PMI act hi M6P	L major viab	S1P3 antagonist	TLR4-MyD88 BLA	Redox H2O2 prof	PMI activator	RAM network inh	G6PDH counter	Diaphorase inh
COc1cc(C2C(C#N)=C(N)Oc3cc(C)oc(=O)c32)cc2c1OCO2 (stereo not drawn)	-0.1	0.6	0.7	-1	-20	1	-0.2	0.6	2.4	13	38
CC1(C)C2CC=C(/C=N/NC(=S)NCCc3ccccc3)C1C2 (stereo not drawn)	-0.3	0.9	1.1	87*	-7	-17	-0.5	1.1	7.0	1	11
CCSc1nc2ccccc2c(=O)n1OCC(=O)OC	-0.1	0.8	1	-9	nt	4	-0.2	1	-0.2	0	16
Cc1ccc(C)n1NC(=O)c1ccc([N+](=O)[O-])cc1	-0.1	0.9	0.8	0	-12	-2	-0.6	0.9	2.4	6	12
CCS(=O)(=O)N1Cc2ccccc2CC1C(=O)Nc1ccc(C)cc1 (stereo not drawn)	-0.3	0.9	1	-2	nt	-8	0.1	1	1.4	-5	10
Clc1cccc(-c2nn3c(Cn4cnc5ccccc54)nnc3s2)c1	0.0	1	1	3	2	1	0.1	0.7	2.6	-30	3
O=C(COC(=O)c1ccccc1NCc1ccco1)Nc1ccc2c(c1)OCO2	-0.2	0.9	0.9	-2	nt	12	-6.5	1	2.3	1	13
CCOc1c(CNc2nnnn2C)cccc1OC	0.2	0.9	1	-6	-6	-18	0.9	0.9	4.1	4	6
Cc1cccc(S(=O)(=O)c2c(N)n(/N=C/c3cccnc3)c3nc4ccccc4nc23)c1	-0.2	1	1.2	11	-8	-3	2.3	1.1	6.9	2	0
O=c1[nH]c2ccccc2[n+]([O-])c1-c1ccccc1	0.2	1	1	-4	-5	6	0.0	1.2	1.1	5	-1
CCOC(=O)CC1COCCN1Cc1cn(C)nc1-c1ccccc1F (stereo not drawn)	0.0	1.1	1	-4	-12	-16	-1.2	1.1	2.7	10	-14
NC(=O)C1CCN(c2nnnn2-c2ccccc2)CC1	0.0	0.9	0.9	-6	nt	10	32	0.9	0.6	4	6
Cn1nc(CC(=O)Nc2cccnc2N2CCOCC2)c2ccccc2c1=O	nt	0.9	1	nt	nt	nt	nt	1	nt	-3	12
Cc1nc2ccccc2n1C1CCN(C(=O)Nc2ccccc2)CC1	-0.3	0.8	0.8	-5	-2	11	0.1	0.8	1.1	17	21
Nc1nc(-c2cc(Cl)cc(Cl)c2OC(F)F)cs1	0.0	0.9	1	4	6	-1	-1.5	1	0.4	5	13
CC(=O)Nc1ccc(CN2CCN(Cc3ccc(F)c(F)c3)C(CCO)C2)cc1 (stereo not drawn)	-0.2	0.8	1	7	-1	-1	-1.5	0.9	2.0	8	18
COc1cc2c(cc1OC)CN(C(=O)NS(=O)(=O)c1ccc(C)cc1)CC2	-0.1	0.9	0.9	-8	-60	5	2.1	1.1	0.0	17	8
CCCCn1c(-c2csc(C(C)C)c2)n[nH]c1=S	-0.2	0.8	0.9	-6	-3	-3	0.3	0.9	-2.0	2	22
COc1ncnc2sc3c(c12)CCCC3	0.1	0.9	0.9	-1	18	-8	0.0	0.9	-0.3	2	7
NC(=O)c1ccccc1OCC(=O)NS(=O)(=O)c1ccc(Cl)cc1	-0.1	1	1.2	-8	nt	4	0.3	1.1	1.2	-2	-5
O=C(c1ccncc1)N1N=C2CCCCCC2C1(O)C(F)(F)F (stereo not drawn)	-0.3	0.9	1.1	-6	-16	4	0.1	1	1.9	11	7
CN(C)c1cccc(C(=O)NCc2ccccc2Cl)c1	-0.2	1	1.1	3	-6	-14	-2.6	1.1	0.2	5	-4
CC1CCCCC1NC(=O)C1CCN(S(=O)(=O)c2cccc3nsnc23)CC1 (stereo not drawn)	-0.5	1	1.1	-2	nt	-11	0.2	1.1	2.1	-10	3
O=C(Oc1cccc2c(O)cccc12)c1ccccc1	-0.1	0.8	0.8	13	3	-1	-0.6	0.7	-1.6	23	24
COc1ccc(Cl)cc1NC(=O)CN(C)CC(=O)Nc1ccccc1-c1ccccc1	-0.4	0.8	1	31	-10	-12	-0.5	1	-0.9	0	16

Additional entries follow:
SMILES	Hsp70 activator	Diaphorase act	PMI act hi M6P	L major viab	S1P3 antagonist	TLR4-MyD88 BLA	Redox H2O2 prof	PMI activator	RAM network inh	G6PDH counter	Diaphorase inh
CC(C)CNC(=O)CCc1c[nH]c2ccccc12	-0.4	1.2	1.1	-3	nt	-2	0.0	1.2	-0.5	8	-20
Cc1cnccc1CN(C)Cc1cn(C)nc1-c1cccc(Cl)c1	-0.3	0.5	1	8	-2	-7	-0.5	0.9	0.4	6	50*
O=C(NC(=S)NC1CCCc2ccccc21)c1ccco1 (stereo not drawn)	-0.1	1	1	4	7	3	-2.7	1	5.4	4	0
CC(O)C1CCC2C3CC[C@H]4CC(O)CCC4(C)C3CC3(OCCO3)C12C (stereo partly drawn)	-0.1	1	1	2	nt	-6	0.0	0.9	1.7	1	4
O=C(/C=C/c1ccc(OCCCF)cc1)NCc1ccc(Cl)cc1	-0.1	1	0.9	2	nt	5	3.5	1	2.9	7	1
CCOc1ccc(NC(=O)N2CCC(c3nc4ccccc4[nH]3)CC2)cc1	0.1	1	0.8	7	-19	7	-0.5	1.1	2.4	-1	2
N#CC(C(=O)c1ccco1)c1ccccn1 (stereo not drawn)	-0.3	0.9	0.9	-8	-1	-3	1.9	0.9	1.6	-14	13
Cc1ccc(S(=O)(=O)N2CCOCC2)cc1C(=O)OCC(=O)NC1CCS(=O)(=O)C1 (stereo not drawn)	-0.2	0.9	1	-3	-3	-1	-0.2	0.9	0.6	3	8
Cc1ccc(NC(=O)C(=O)NNC(=O)c2ccccc2C)cc1Cl	0.0	0.9	0.8	2	nt	16	1.8	0.8	3.1	8	12
CCCC(=O)Nc1ccc(NC(=O)c2ccco2)c(OC)c1	-0.2	0.8	0.9	1	-26	-5	0.4	0.9	1.3	-2	18
O=C(CCCOc1ccccc1)NCCc1ccccc1	0.2	0.8	1	2	-22	-5	-0.3	1	1.2	8	18
COC(=O)/C(=C/Nc1ccccc1)[N+](=O)[O-]	0.1	0.9	1.2	-5	nt	-2	0.2	1	-0.9	0	9
CCCCCCOC(=O)C[N+](C)(C)CCOC1CC2CCC1(C)C2(C)C (stereo not drawn)	0.0	1.1	1	100*	nt	7	-1.4	1	-1.5	23	-14
CCOC(=O)c1cc(-c2cc3ccccc3o2)nc2c1c(=O)[nH]c(=O)n2CCOC	-0.4	0.7	1	-4	-27	5	-0.3	1	2.8	2	27
O=[N+]([O-])c1cc(S(=O)(=O)N2CCCC2)ccc1NCCc1ccccc1	0.2	0.8	0.9	58*	-5	7	-0.3	1	9.7*	0	20
CCOC(=O)NC1(NCc2ccccc2)Oc2ccccc2O1	0.2	0.5	0.6	0	-3	1	-0.1	0.5	1.1	-26	49
COC(=O)c1ccc(S(N)(=O)=O)o1	-0.3	0.9	1.1	7	-17	-9	-0.4	0.9	0.5	-9	9
O=C(O)C1CCCCC1C(=O)Nc1ccc(Cl)cc1Cl (stereo not drawn)	0.1	0.9	0.9	-12	3	0	2.0	0.9	2.5	-16	14
Nc1c(Cl)cc(Cl)cc1C(=O)OCC(=O)N1CCCC1	-0.2	1	1.1	-1	nt	-4	0.0	1	0.4	12	3
O=C(Nc1nc(-c2ccc(Cl)s2)cs1)c1ccncc1	-0.3	1	1.2	-3	10	8	17	1.1	5.2	1	-2
COc1ccc(CCNS(=O)(=O)c2ccc3c(c2)CCN3C(=O)C2CC2)cc1OC	0.3	0.8	1	6	-22	-6	-0.5	1	0.6	4	19
Cc1ccc(NC(=O)COC(=O)Cn2cnc3ccccc32)cc1S(=O)(=O)N(C)C	-0.4	0.9	1.1	-1	-12	-11	-0.2	1.2	2.6	1	11
CC(C)(C)n1nnnc1C(c1cccnc1)N1CCN(c2ccccc2)CC1 (stereo not drawn)	0.1	1	1	78*	nt	-9	-0.1	1	0.8	5	4
CCc1ccc(NC2CC(=O)N(CCc3ccc(OC)c(OC)c3)C2=O)cc1 (stereo not drawn)	0.4	0.9	0.9	4	-7	-7	2.5	1	-0.7	-2	7
Cc1ccccc1NC(=O)CSc1nnc(-c2ccoc2C)n1CCc1ccccc1	0.1	0.9	1	13	-5	-4	2.2	1	1.1	10	5

More records follow:
SMILES	Hsp70 activator	Diaphorase act	PMI act hi M6P	L major viab	S1P3 antagonist	TLR4-MyD88 BLA	Redox H2O2 prof	PMI activator	RAM network inh	G6PDH counter	Diaphorase inh
Cc1cccc(OCc2nnc(SCC(=O)Nc3ncc(C)s3)o2)c1	0.2	1	1.1	-2	-6	14	0.2	1.1	0.1	8	-1
O=C(Cc1ccc(S(=O)(=O)N2CCCCC2)s1)Nc1ccc(F)cc1F	-0.5	0.9	0.9	2	-6	-7	-0.4	1	1.4	1	13
COC(=O)c1ccc(Nc2nc(C)cc(=O)[nH]2)cc1	0.2	0.9	0.9	4	-51	-8	-3.1	0.8	1.4	0	12
Cc1ccc(C(=O)C2=C(O)C(=O)N(Cc3ccccc3)C2c2cccnc2)o1 (stereo not drawn)	-0.2	0.9	1.2	-7	-6	-10	-2.0	1.1	-0.4	18	11
Cc1ccc(S(=O)(=O)N2CCN(CC(=O)N/N=C/C=C/c3ccccc3)CC2)cc1	0.0	0.9	0.9	2	2	-2	0.0	0.8	1.5	10	15
CCCCCC(=O)NNC(=S)NC(=O)c1cccc([N+](=O)[O-])c1	-0.4	0.7	0.9	-4	-8	5	0.1	0.5	-0.5	-2	27
CC(C)CC(NC(N)=O)C(=O)OCC(=O)Nc1ccc(OC(F)F)cc1 (stereo not drawn)	0.0	1	0.9	-6	5	-1	-1.7	0.9	0.2	12	5
Cc1ccc(S(=O)(=O)/N=C/c2ccc(N(C)C)cc2)cc1	-0.4	0.8	1	28	10	-3	-0.1	1	2.5	-21	16
Cc1cnc2cc([N+](=O)[O-])ccc2n1	-0.1	0.8	0.8	-6	10	-4	0.0	0.9	0.1	0	19

Shown with values under each structure: entries from further up
Value order: Hsp70 activator | Diaphorase act | PMI act hi M6P | L major viab | S1P3 antagonist | TLR4-MyD88 BLA | Redox H2O2 prof | PMI activator | RAM network inh | G6PDH counter | Diaphorase inh
COC(=O)c1ccc(Nc2nc(C)cc(=O)[nH]2)cc1
  0.2 | 0.9 | 0.9 | 4 | -51 | -8 | -3.1 | 0.8 | 1.4 | 0 | 12
Cc1ccc(C(=O)C2=C(O)C(=O)N(Cc3ccccc3)C2c2cccnc2)o1 (stereo not drawn)
  -0.2 | 0.9 | 1.2 | -7 | -6 | -10 | -2.0 | 1.1 | -0.4 | 18 | 11

Screening data from PubChem BioAssay.
